Screens as filed in PubChem BioAssay.
GDH-TPI counter – counter-screen for M. tuberculosis FBA inhibitors: GDH-TPI coupled enzymes | GDH-TPI coupled enzyme counterscreen, NADH absorbance | inhibition, % at 4.8 µM | 360,000 compounds, 1.2% hits;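 also: 0% = DMSO wells and 100% = wells lacking the enzyme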
BoNT-F LC inh – BoNT F light chain protease inhibition; AID 588497; Multiplex microsphere protease cleavage assay, flow cytometry; 360,000 compounds, 0.22% hits; inhibition, % at 10 µM; in the data active = inhibition above about 35%, passing the limit was not always enough; inconclusive = no clear call, values can overlap the other calls; also: plate controls were buffer without enzyme for full effect and enzyme alone for no effect
BoNT-A LC inh2 – blocks Botulinum neurotoxin A light chain protease; multiplex microsphere protease substrate cleavage, flow cytometry; inhibition, % at 10 µM; 360,000 compounds, 0.17% hits; AID 588499; in the data active = inhibition above about 30%; inconclusive = no clear call, values can overlap the other calls; also: plate controls were buffer without enzyme for full effect and enzyme alone for no effect
Mtb FBA inh – inhibitors of M. tuberculosis fructose-bisphosphate aldolase; P9WQA3; purified M. tuberculosis FBA, fluorescence read-out; inhibition, % at 1 µM; 360,000 compounds, 2.3% hits; AID 588726; in the data active = inhibition above about 27%;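 also: 0% = vehicle and 100% = reference inhibitor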
Target sequence (P9WQA3 whole entry, looked up): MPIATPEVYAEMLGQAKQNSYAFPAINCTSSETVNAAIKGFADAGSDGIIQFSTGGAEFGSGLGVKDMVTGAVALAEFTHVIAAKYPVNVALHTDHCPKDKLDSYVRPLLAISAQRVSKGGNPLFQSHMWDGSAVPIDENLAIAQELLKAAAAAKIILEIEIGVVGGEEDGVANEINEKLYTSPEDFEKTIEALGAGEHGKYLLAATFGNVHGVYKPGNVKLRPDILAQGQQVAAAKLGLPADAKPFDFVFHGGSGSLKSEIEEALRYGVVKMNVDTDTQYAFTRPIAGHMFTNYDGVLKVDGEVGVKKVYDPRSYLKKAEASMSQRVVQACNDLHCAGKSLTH
PrPC TRFRET – reduces human prion protein on the cell surface | P04156 | cell surface PrPC, TR-FRET read-out | inhibition, % at 13.8 µM | 370,000 compounds, 0.43% hits | AID 720596; in the data active = inhibition above about 24%; also: 0% = median of the test wells and 100% = reference compound wells
BioA inh – inhibitors of Mycobacterium tuberculosis BioA enzyme; purified M. tuberculosis BioA enzyme, plate reader; inhibition, % at 9.99 µM; 360,000 compounds, 0.096% hits; in the data active = inhibition above about 40%; inconclusive = no clear call, values can overlap the other calls
UGM FP inh – blocks M. tuberculosis UGM enzyme. P9WIQ1. purified UGM, fluorescence polarization probe displacement. inhibition, % at 10 µM. 320,000 compounds, 0.06% hits. AID 504406; in the data active = inhibition above about 10%, passing the limit was not always enough; inconclusive = no clear call, values can overlap the other calls
Target sequence (P9WIQ1 whole entry, looked up): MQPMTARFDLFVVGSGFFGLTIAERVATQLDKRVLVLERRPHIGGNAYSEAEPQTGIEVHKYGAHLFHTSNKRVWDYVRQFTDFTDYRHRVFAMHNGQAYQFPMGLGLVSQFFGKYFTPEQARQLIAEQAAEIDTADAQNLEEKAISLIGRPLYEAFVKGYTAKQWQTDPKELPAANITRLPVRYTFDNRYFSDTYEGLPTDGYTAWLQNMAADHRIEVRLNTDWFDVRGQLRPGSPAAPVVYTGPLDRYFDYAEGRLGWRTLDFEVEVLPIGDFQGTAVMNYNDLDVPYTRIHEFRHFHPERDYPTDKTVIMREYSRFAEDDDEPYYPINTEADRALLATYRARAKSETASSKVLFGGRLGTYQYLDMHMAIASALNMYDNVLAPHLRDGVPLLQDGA
FadD28 FP inh – M. tuberculosis FadD28 bisubstrate binding inhibition; FadD28 bisubstrate probe binding, fluorescence polarization; inhibition, % at 12.5 µM; 360,000 compounds, 0.22% hits; AID 588549; in the data active = inhibition above about 8.5%, passing the limit was not always enough; inconclusive = no clear call, values can overlap the other calls
CCHFV vOTU inh – blocks the CCHF virus ovarian tumor domain protease | 370,000 compounds, 0.55% hits | CCHFV vOTU protease, Pep-AMC fluorescence | inhibition, % at 11.5 µM; also: 0% = vehicle wells with enzyme and 100% = no enzyme wells
The depositor's hits bear a star; ? = inconclusive; . = not tested or not shown. Rule as the data show it, unless noted: active = inhibition above about 30%; inactive = the rest.

SMILES	GDH-TPI counter	BoNT-F LC inh	BoNT-A LC inh2	Mtb FBA inh	PrPC TRFRET	BioA inh	UGM FP inh	FadD28 FP inh	CCHFV vOTU inh
CC(C)(C)c1ccc(OCC(=O)N/N=C/c2ccc(N3CCOCC3)cc2)cc1	23	1	0.2	27*	-1	0.2	-0.3	-2.4	12
COc1cc(C(=O)Nc2ccc3c(c2)OCCO3)ccc1-n1cnnn1	-4	11	0.5	-1	12	2.1	1.9	-2.4	2
COc1ccc(CNCc2ccc(C)cc2)c(OC)c1	8	-9	-5.0	5	-6	-1.2	-1.9	0.2	-11
Cc1cc(C(=O)Cn2cc(C(F)(F)F)ccc2=O)c(C)n1-c1ccccc1	-2	-6	0.1	3	14	.	-1.4	-2.7	8
CCCCC(=O)NC(c1ccc(C(C)C)cc1)c1ccc2cccnc2c1O (stereo not drawn)	2	?	0.0	-1	13	-0.2	1.2	-2.9	-3
Cc1ccc(NC(=O)c2ncn(CC(=O)NCc3ccc4[nH]ccc4c3)n2)cc1C	9	-9	0.0	1	4	1.5	.	-0.2	-3
c1ccc2c(CN3CCOCC3)c3ccccc3c(CN3CCOCC3)c2c1	-4	5	12	-2	-6	-1.8	0.7	-4.1	-5
CN=C1N(C)C[C@@H]2[C@@H]3C(=O)N(C)C(=O)[C@@H]3[C@](C)(C(=O)OC)N12	1	-1	0.2	4	-2	0.2	.	0.8	0
C=CC[C@@H](CC(=O)N[C@H](CO)Cc1ccccc1)C(=O)N[C@@H](COC(=O)[C@@H](CC=C)CC(=O)OC(C)(C)C)Cc1ccccc1	0	-4	-0.3	2	1	-2.1	1.0	-3.3	24
O=C(CN1CCOCC1)NCCNC(=O)CN1CCOCC1	-5	-5	-0.4	-1	-1	-1.5	2.4	0.4	7
O=C(CCCCCn1c(=S)[nH]c2ccc(N3CCOCC3)cc2c1=O)NCc1cccc(Cl)c1	9	6	0.0	6	-2	.	.	0.2	-9
CCN1C(=NCC(C)C)N[C@@H](c2cccc(C(F)(F)F)c2)C(C(=O)OC)=C1C	-3	-2	-0.3	2	-11	1.4	-1.5	0.0	18
CCN(C(=O)COC(=O)c1cc2c(s1)CCC(C)C2)c1c(N)n(Cc2ccccc2)c(=O)[nH]c1=O (stereo not drawn)	5	2	-0.2	3	-1	-4.0	.	0.2	0
CC(C)OCCCNC(=O)COCC(=O)Nc1ccc(OCCc2ccccc2)cc1	-13	-2	0.6	-3	5	1.6	-0.9	-3.0	8
COCCCNC(=O)C(=O)Nc1cc2c3c(c1)CCC(=O)N3CCC2	1	-6	0.0	-2	-3	0.8	2.8	-4.7	-2
Nc1cccc2c1C(=O)N(Cc1nnc(-c3ccccc3Br)o1)C2=O	4	0	0.7	7	0	-3.0	-1.1	-0.7	-5
CCOc1ccc(NC(=O)COc2ccc(OC)cc2)cc1	-2	-4	-0.6	-1	3	.	0.7	-0.7	-2
O=C(Nc1ccc(Br)cc1)c1ccc(CSC2=NCCS2)cc1	-4	-5	-0.3	-2	7	-0.1	1.6	0.0	13
O=C(Nc1cccnc1)c1ccc(S(=O)(=O)c2ccc(Cl)cc2)cc1	-4	-1	0.8	0	4	4.1	-6.3	-6.1	-1
O=C(c1ccccc1)N1CCOC(O)(c2ccccc2)C1c1ccccc1 (stereo not drawn)	6	1	0.3	2	2	-4.7	.	-0.1	2
COc1ccccc1N1CCN(C(=O)C(C)CS(=O)(=O)c2ccc3c(c2)NC(=O)CS3)CC1 (stereo not drawn)	-4	12	0.3	0	12	1.1	1.9	-2.4	13
CSc1ccc(C(=O)c2[nH]c(=O)[nH]c2C)cc1	32*	-12	-1.0	-5	-5	-0.1	-1.7	-3.0	5
Cc1ccc(S(=O)(=O)NCC(C)NC(=O)CN2CCOCC2)cc1 (stereo not drawn)	-3	-22	-4.4	3	-5	0.5	-0.1	-3.2	19
CCOc1ccc(-n2ccc(=O)c(C(=O)Nc3ccc(S(=O)(=O)Nc4ncccn4)cc3)n2)cc1	-4	4	-0.7	-5	-3	-0.6	0.3	-4.6	10
O=C(O)CC1NC(=O)N(c2ccc(Cl)cc2)C1=O (stereo not drawn)	5	-7	-0.2	0	4	-1.8	3.8	-1.8	3

Four of the compounds above, in markdown.
| Compound | GDH-TPI counter | BoNT-F LC inh | BoNT-A LC inh2 | Mtb FBA inh | PrPC TRFRET | BioA inh | UGM FP inh | FadD28 FP inh | CCHFV vOTU inh |
| --- | --- | --- | --- | --- | --- | --- | --- | --- | --- |
| CCN1C(=NCC(C)C)N[C@@H](c2cccc(C(F)(F)F)c2)C(C(=O)OC)=C1C | -3 | -2 | -0.3 | 2 | -11 | 1.4 | -1.5 | 0.0 | 18 |
| CCN(C(=O)COC(=O)c1cc2c(s1)CCC(C)C2)c1c(N)n(Cc2ccccc2)c(=O)[nH]c1=O (stereo not drawn) | 5 | 2 | -0.2 | 3 | -1 | -4.0 | . | 0.2 | 0 |
| CC(C)OCCCNC(=O)COCC(=O)Nc1ccc(OCCc2ccccc2)cc1 | -13 | -2 | 0.6 | -3 | 5 | 1.6 | -0.9 | -3.0 | 8 |
| COCCCNC(=O)C(=O)Nc1cc2c3c(c1)CCC(=O)N3CCC2 | 1 | -6 | 0.0 | -2 | -3 | 0.8 | 2.8 | -4.7 | -2 |

Additional entries follow.
SMILES	GDH-TPI counter	BoNT-F LC inh	BoNT-A LC inh2	Mtb FBA inh	PrPC TRFRET	BioA inh	UGM FP inh	FadD28 FP inh	CCHFV vOTU inh
CN(CC(=O)NNC(=O)CCNS(=O)(=O)c1ccccc1)S(=O)(=O)c1ccc(Cl)cc1	9	?	5.2	2	5	.	1.0	-0.3	-2
CN1C(=O)C(O)(C2OC(C)(C)CCC2=O)c2ccccc21 (stereo not drawn)	0	9	-1.6	-4	3	-0.4	-1.1	-1.3	-2
COc1ccc(-c2cc(C(=O)N3CCN(c4ncccn4)CC3)c3ccccc3n2)cc1	17	-4	-0.8	31*	-1	-1.1	3.1	-2.2	-21
CCCNC(=O)C1CN(S(=O)(=O)c2ccc(Cl)s2)c2ccccc2O1 (stereo not drawn)	-6	-8	-2.1	-2	6	0.2	.	-3.4	-2
Cc1cccn2c(=O)c(/C=C(\C#N)S(=O)(=O)c3ccccc3)c(N3CCN(C)CC3)nc12	3	-7	1.1	-5	-6	-0.8	-0.9	-7.7	13
Cn1cc(C(=O)NCN2CCCCC2)c2ccccc21	-11	2	-0.1	-1	4	0.4	-0.2	-3.7	-2
CCOC(=O)N1CCC(NC(=O)C2CCCN(Cc3nc(-c4cccc(Cl)c4)oc3C)C2)CC1 (stereo not drawn)	-4	-1	-1.4	1	11	-0.9	-2.5	-0.5	-5
CN(CC(=O)Nc1cccc(F)c1)C(=O)c1cccnc1Sc1ccccc1	-1	-5	-1.1	-1	6	.	-0.1	-2.6	4
NNC(=O)c1cccc(COCC(F)(F)C(F)F)c1	1	?	-0.4	0	8	.	-5.1	-1.8	-1
CCCC[C@@H]1CNC(=O)C(=O)N1CC(C)(C)C	-8	-10	-0.5	-1	-5	-0.8	2.8	-2.2	-2
CCOC(=O)c1c(C)[nH]c(C)c1C(=O)COC(=O)/C=C/c1cccc(Cl)c1	5	4	0.7	1	-4	-1.1	-0.8	-3.5	-10
O=C(O)/C(=C\c1c(C(=O)O)[nH]c2cc(Cl)cc(Cl)c12)c1ccccc1	19	0	-0.2	9	2	0.0	4.5	4.1	4
CCOC(=O)C1CCN(C(=O)c2cc(S(=O)(=O)N3CCOCC3)ccc2C)CC1	-2	?	?	3	-8	0.4	1.8	-1.5	-11
Cc1c(C(=O)c2cccc(F)c2)c2ccccn2c1CCC#N	6	4	-1.4	-2	-3	.	1.6	-1.3	7
O=C(/C=C/c1cccc(Cl)c1)NCc1cccs1	-6	-9	-5.7	0	-5	.	-1.9	-3.9	-3
COc1ccc(-n2c(/C=C/c3cccc(F)c3)nc3ccccc3c2=O)c(OC)c1	-3	14	-3.7	0	1	-1.4	-1.5	-1.1	-13
CN1C(=O)C2(OCC(C)([N+](=O)[O-])CO2)c2ccccc21 (stereo not drawn)	5	11	-1.4	2	11	-0.3	-0.6	1.0	-5
CSCCC(c1nnnn1C(C)(C)C)N1CCN(C/C=C/c2ccccc2)CC1 (stereo not drawn)	.	2	0.1	-1	2	-1.2	.	-2.7	28
CSc1nc(=S)n(-c2ccccc2)c(C)c1C(C)=O	-4	1	-1.2	0	4	6.8	-2.0	-0.5	-10
CCOC(=O)c1c(C)n(C)c2ccc(OCCN(C)C)cc12	0	-1	0.3	-6	1	-0.9	-6.8	-0.1	0
CCOc1cc(NC(=S)NCC2CCCO2)c(OCC)cc1NC(=O)c1cccc(F)c1 (stereo not drawn)	6	-4	-0.5	5	-3	.	-3.2	-1.4	20
COc1ccc(NC(=O)CS(=O)c2ccc(F)cc2)cc1 (stereo not drawn)	-8	-12	-9.0	-1	-4	-1.3	2.8	-1.0	-9
C#CCOCC1CN(C)C(=O)O1 (stereo not drawn)	6	-3	0.0	4	-7	-1.6	.	-0.8	-2
CCOC(=O)c1cnc2ccc(Cl)cc2c1N1CCN(C)CC1	-2	2	1.0	-1	-11	3.3	1.0	-0.3	0
O=C1Nc2ccccc2/C1=C\C(=O)c1ccccc1	1	11	1.8	-2	-2	-0.2	1.5	-2.6	2

(list continues)
SMILES	GDH-TPI counter	BoNT-F LC inh	BoNT-A LC inh2	Mtb FBA inh	PrPC TRFRET	BioA inh	UGM FP inh	FadD28 FP inh	CCHFV vOTU inh
Cc1csc(NC(=O)CSc2nc3ccccc3c(=O)[nH]2)n1	7	8	-0.1	-2	7	-1.8	1.7	0.7	-11
O=C(O)CCC(=O)Nc1nc2ccc([N+](=O)[O-])cc2s1	8	-4	0.6	0	-29	.	1.3	-0.8	17
CC(C)(C)OC(=O)N1CCN(C(=O)c2ncn(Cc3ccccc3)c2C(=O)N2CCN(C(=O)OC(C)(C)C)CC2)CC1	3	3	0.0	-1	2	-1.2	0.2	-2.3	5
Cc1cccc(C)c1-n1nnnc1C(c1ccnc2ccccc12)N1CCN(C(=O)OC(C)(C)C)CC1 (stereo not drawn)	.	6	0.2	.	-2	.	.	.	1
O=C(O)CN1C(=O)c2ccc(Oc3ccc4c(c3)C(=O)N(CC(=O)O)C4=O)cc2C1=O	1	-3	1.1	0	-6	.	-0.4	-1.7	-1
O=c1oc(=S)oc2c1[C@H](c1ccc(Cl)cc1)O[C@H](C1CC1)C2	.	-6	0.5	.	-1	.	.	.	-5
COc1cc(CN2CCNC(=O)C2CC(=O)O)cc(OC)c1 (stereo not drawn)	-2	-3	0.4	1	-5	0.4	-0.5	-2.0	5
COc1cccc(NC(=O)CSc2nnnn2C2CCCC2)c1	-2	0	-0.4	1	10	-0.1	0.4	-2.8	3
COc1cc(OC)cc(C(=O)Nc2cc(C)nn2-c2ccccc2)c1	7	6	1.9	6	6	-3.3	6.7	-2.3	-4
CCCN1CCN(c2ccc([N+](=O)[O-])cc2C#N)CC1	10	-2	0.1	-3	-54	.	-0.6	-3.3	8
COc1ccccc1N1CCN(C(=O)c2ccc3[nH]c4c(c3c2)CCCC4)CC1	7	-7	-1.2	3	-4	0.2	-0.4	-2.2	3
Cc1cc2nc(SCC(=O)Nc3ccccc3C(=O)O)[nH]c2cc1C	3	-7	-1.9	5	2	.	9.0	-3.4	15
COc1ccc2oc(C(=O)OCC(=O)NCc3ccco3)c(C)c2c1	2	14	2.1	27	-4	-1.7	-3.7	-2.3	3
CCOC(=O)Cc1cnc(N)s1	-1	1	-0.5	0	-4	-1.8	2.6	-0.9	-24
O=C(N/N=C/c1ccncc1)NC12CC3CC(CC(C3)C1)C2	-5	?	-1.9	-3	4	1.5	-1.1	-2.8	23
COc1ccc(NC(=O)c2ccc([N+](=O)[O-])o2)cc1	8	14	1.6	0	4	1.7	1.0	-1.5	-7
O=C1CSC2(N1)C1CC3CC(C1)CC2C3 (stereo not drawn)	-5	-6	-0.4	1	-3	-2.0	-1.1	0.7	-13
CCN(C(=O)c1cc2c(=O)[nH]c3ccc(C)cc3c2s1)c1ccccc1C	8	-7	-0.1	1	4	-1.9	-0.9	0.6	9
CCOC(=O)[C@H]1[C@H]2COc3ccccc3[C@@H]2N2C(=O)c3cc(Br)ccc3NC(=O)[C@@]12C	21	1	0.0	5	12	-1.2	-2.1	-1.4	17
CCCCN(CCCC)Cc1cc2ccccc2c2c1COC2	1	-16	0.0	4	-8	0.7	1.8	1.3	7
